# HSP90 refold inh: HSP90 inhibitors, primary screen, cell lysate, luminescence. Rabbit reticulocyte lysate, luciferase refolding luminescence, 3 h. inhibition, % at 5.6 µM. hit rate 0.91% among 290,000;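 active means inhibition above the screen-wide mean plus 3 SD, computed separately per campaign, cut at about 16% in these data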;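 further: 0% = DMSO wells and 100% = 60 µM geldanamycin wells; inhibitors lower the luminescence because luciferase stays unfolded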
# HSF1 inh: HSF1 inhibitors in luciferase reporter cells, primary screen, cell-based, NIH3T3, luminescence; NIH3T3-HGL HSE-luciferase, MG132-induced, luminescence 8 h; active compounds read low; activity change, negative = inhibition, % at 7.5 µM (by protocol); hit rate 0.77% among 300,000;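 active means more than half of replicate wells show activity change below -50%, luminescence cut by over half; inconclusive means some wells, but at most half, below -50%; inactive means no replicate well below -50%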;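 further: luciferase reports HSF-1 transcriptional activity via heat shock element; 0% = median of DMSO wells and -100% = zero luminescence signal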
# HSF-1 act: HSF-1 activators, primary screen, NIH3T3-HGL cells, MG132 stress, luminescence, single point | AID 504408, 2011 | NIH3T3-HGL HSF-1 luciferase reporter, 8 h; 100% = twice DMSO control signal | activation, % at 9 µM | hit rate 1.7% among 300,000;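 active means mean replicate activation of at least 50% with a set share of replicates each reaching 50%; inconclusive means only one of those two conditions met; inactive means mean below 50% and too few replicates reaching it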;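 further: 0% = median of the neutral control wells and 100% = twice that signal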
# Dyrk1A ADPGlo: rat Dyrk1A kinase inhibitors, primary screen, biochemical, single point, plate reader; Dual specificity tyrosine-phosphorylation-regulated kinase 1A (Rattus norvegicus), Q63470; ADP-Glo luminescence, NFATc1 peptide; inhibition, % at 12.5 µM; hit rate 0.43% among 310,000; AID 504441, 2011; in the data active means inhibition above about 50%;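 further: plate controls were vehicle with enzyme for no effect and no enzyme for full effect; many of its hits are not listed in these tables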
# HDAC3 inhib: HDAC3 deacetylase inhibitors, primary screen, biochemical, fluorescence, cell-free homogeneous; Histone deacetylase 3 (Homo sapiens), O15379; recombinant HDAC3, fluorogenic peptide/trypsin coupled; inhibition, % at 8.3 µM; hit rate 0.15% among 320,000; AID 2718, 2010; in the data active means inhibition above about 26%, passing the limit was not always enough; inconclusive means no clear call, values can overlap the other calls
# PolyA inhibitor: polyadenylation inhibitors in yeast reporter cells, primary screen, luminescence, S. cerevisiae; hit rate 0.02% among 300,000; S. cerevisiae SKY197-pL101 polyadenylation reporter, beta-gal luminescence; efflux-impaired pdr1/pdr3 knockout yeast; score 100 = 6 SD above DMSO; calls only at 12 µM;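 active means lowest replicate activity score at least 50, where 100 means six control SD above control mean; inconclusive means lowest score under 50 but half or more replicates reach 50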;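 further: yeast exposed to compound for 9 h at 30 °C; higher score means more reporter readthrough which indicates perturbed polyadenylation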
# GSK3beta inhib: human GSK3beta kinase inhibitors, primary screen, biochemical, cell-free homogeneous, HTS | hit rate 0.038% among 300,000 | AID 2097, 2009 | activity score (negative = inhibition), % at 10 µM | GST-GSK3beta kinase, ADP-Glo luminescence, 60 min; active compounds read low | Glycogen synthase kinase-3 beta (Homo sapiens), P49841;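 active means more than half of replicate wells score below -50%, meaning over 50% inhibition versus plate controls; inconclusive means some replicates but at most half score below -50%; inactive means no replicate scores below -50%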;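 further: 0% = median DMSO wells and -100% = median GW8510 positive control wells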
# Target sequence (P49841 whole entry, looked up): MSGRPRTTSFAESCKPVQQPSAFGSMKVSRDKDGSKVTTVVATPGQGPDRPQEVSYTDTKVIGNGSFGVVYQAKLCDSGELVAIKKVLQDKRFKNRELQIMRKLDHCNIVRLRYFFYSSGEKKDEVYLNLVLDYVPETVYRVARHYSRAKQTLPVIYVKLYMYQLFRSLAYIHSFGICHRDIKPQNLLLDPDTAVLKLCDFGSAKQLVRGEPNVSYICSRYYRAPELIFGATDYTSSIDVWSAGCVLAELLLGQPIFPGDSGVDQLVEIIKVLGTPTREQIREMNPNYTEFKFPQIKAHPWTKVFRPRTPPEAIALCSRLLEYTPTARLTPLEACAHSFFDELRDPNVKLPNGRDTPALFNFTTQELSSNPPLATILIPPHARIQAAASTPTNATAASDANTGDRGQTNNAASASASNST
#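 Test system – GST-tagged human GSK3beta kinase, cell-free · Incubation – 60 min enzyme reaction, room temperature · Signal – ADP-Glo luminescence · Also added – peptide substrate and ATP at 25 µM · Controls – DMSO neutral wells and GW8510 at 20 µM as positive · Buffer or medium – Tris/MgCl2 kinase buffer · Measure – Luminescence-derived activity versus plate DMSO and GW8510 wells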
# Platelet DG rel: inhibitors of platelet dense granule secretion, primary screen, cell-based, MLPCN, human platelets. human platelet-rich plasma, SFLLRN dense granule ATP release, luminescence. inhibition, %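 (compounds screened at 7.5 µM in platelet-rich plasma)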. hit rate 0.22% among 300,000. AID 1663, 2009;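 active means mean replicate score, as percent of positive control, at or above 50; inconclusive means mean below 50 but at least one replicate at or above 50; inactive means mean and every replicate below 50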
# AI-2 QS mod: Vibrio harveyi AI-2 quorum sensing modulators, primary screen, JMH597 strain, luminescence/OD600 ratio. Vibrio harveyi JMH597 AI-2 luminescence/OD600 ratio, 9 h; active compounds read low; strain lacks LuxN and CqsS sensors; 0 = neutral-control median. activity change, % at 7.5 µM. hit rate 0.4% among 300,000. AID 2094, 2009; in the data active means activity change below about -75%, passing the limit was not always enough; inconclusive means no clear call, values can overlap the other calls;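 further: luminescence divided by OD600 gain over 9 h not by final OD600 alone; inactives centre near 13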
# GSK3 alpha inh: blockers of GSK3A enzyme activity – biochemical, luminescence, cell-free homogeneous, HTS, primary screen | Glycogen synthase kinase-3 alpha (Homo sapiens), P49840 | inhibition, % at 10 µM | GSK-3 alpha kinase, ADP-Glo luminescence, 60 min | hit rate 0.1% among 320,000 | AID 2650, 2010;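 in the data active means inhibition above about 50%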;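 further: GST-tagged GSK-3 alpha with peptide substrate and 25 µM ATP; 0% = DMSO neutral wells and 100% = GW8510 positive control wells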
# Target sequence (P49840 whole entry, looked up): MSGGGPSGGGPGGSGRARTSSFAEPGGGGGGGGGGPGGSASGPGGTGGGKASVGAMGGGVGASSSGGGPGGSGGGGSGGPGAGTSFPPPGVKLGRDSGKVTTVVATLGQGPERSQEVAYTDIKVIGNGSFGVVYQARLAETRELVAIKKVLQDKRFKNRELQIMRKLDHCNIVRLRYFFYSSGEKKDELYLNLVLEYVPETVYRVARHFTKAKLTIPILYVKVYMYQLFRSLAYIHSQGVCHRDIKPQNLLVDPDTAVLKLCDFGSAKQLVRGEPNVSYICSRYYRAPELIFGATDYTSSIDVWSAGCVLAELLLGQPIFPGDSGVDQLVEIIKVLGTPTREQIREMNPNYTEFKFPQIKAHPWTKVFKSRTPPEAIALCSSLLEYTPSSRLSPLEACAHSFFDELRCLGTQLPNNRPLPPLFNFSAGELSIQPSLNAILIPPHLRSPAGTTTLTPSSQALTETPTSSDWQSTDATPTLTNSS
# * marks the source's active call; other numbers are inactive results; i = inactive; ? = inconclusive; · = no result given. Some of the compounds tested, so the mix of outcomes need not match the whole.
SMILES,HSP90 refold inh,HSF1 inh,HSF-1 act,Dyrk1A ADPGlo,HDAC3 inhib,PolyA inhibitor,GSK3beta inhib,Platelet DG rel,AI-2 QS mod,GSK3 alpha inh
O=C(NCc1ccccc1)C1=C[C@@H](C2CC2)C[C@@H](OCc2ccc(CO)cc2)O1,-2.3,1.8,1.7,-0.3,0.2,i,4.1,3.8,19.1,1.8
COc1cc(OC)c2cc(C(=O)N/N=C/c3ccccc3O)[nH]c2c1,-2.0,-1.6,11.9,2.7,3.4,i,-2.0,-9.6,10.4,-1.9
COc1ccc(C(=O)OCC(=O)Nc2nc3c(F)c(F)c(F)cc3s2)cc1OC,4.2,-6.5,1.9,-0.9,-4.2,i,-1.6,-2.2,-3.7,4.3
COc1ccc(CN2C(=O)CCC2(C)C(=O)NC2CCCCCC2)cc1 (stereo not drawn),0.3,5.6,-5.9,-4.3,0.4,i,2.5,-2.8,0.9,-0.7
CC(=O)N1c2ccc(S(=O)(=O)N3CCC(C(=O)N4CCC(C)CC4)CC3)cc2CC1C (stereo not drawn),1.9,4.2,-1.8,·,0.8,i,0.9,-53.2,3.4,-0.6
CN(C)c1ccc(/C=C2/NC(=O)NC2=O)cc1,0.6,9.2,26.8,3.7,1.0,i,3.1,1.3,12.5,·
COc1ccc(NC(=O)C2CSC3c4ccccc4C(=O)N23)cc1 (stereo not drawn),6.7,-3.7,-5.1,-4.1,1.4,i,0.8,-0.1,21.9,1.7
O=[N+]([O-])c1ccc2c3n([n+]([O-])c2c1)CCN=C3c1ccc(Cl)cc1,·,2.0,0.1,10.6,-7.2,i,-3.3,-1.1,23.6,3.6
CCN1CCN(CCNC(=O)c2ccc(CS(=O)c3ccc(Cl)cc3)o2)CC1 (stereo not drawn),-5.3,3.0,2.2,-4.4,1.8,i,1.0,9.5,18.2,-0.9
CCc1cc(C(=O)NNC(=O)CCl)sc1C,-0.3,0.3,13.0,-0.2,2.1,i,2.8,-0.1,6.6,-10.0
COc1ccc([N+](=O)[O-])cc1N(CC(=O)NCc1ccco1)S(C)(=O)=O,1.3,-8.8,-9.5,0.4,1.5,i,-2.3,5.1,12.6,0.9
Cc1c(C(=O)N(C)C2CCCCC2)sc2ncnc(N3CCN(c4ccccc4)CC3)c12,1.5,6.8,-2.9,-0.8,-0.5,i,-2.9,19.8,0.7,-2.0
O=C(Nc1cc(Cl)cc(Cl)c1)c1cccc(OC(F)F)c1,0.2,12.1,36.2,4.6,1.8,i,-20.3,10.0,-3.7,0.5
O=C(NCC1CCCN1S(=O)(=O)c1cccs1)c1ccc([N+](=O)[O-])cc1 (stereo not drawn),·,4.5,3.2,-10.7,4.2,i,-0.8,-6.2,14.4,-2.9
Cc1ccc(Cc2cnc(NC(=O)/C(C#N)=C/c3ccc(-c4ccccc4[N+](=O)[O-])o3)s2)cc1,-1.5,-4.7,-2.1,1.2,-2.9,i,1.5,0.5,12.6,2.5
CCC(C)c1ccccc1N1CC(C(=O)N2CCN(S(=O)(=O)c3ccc(F)cc3)CC2)CC1=O (stereo not drawn),·,-3.3,7.6,10.5,0.4,i,1.8,-0.4,-1.5,-1.4
CCOC(=O)Nc1ccc2c(COC(=O)CNS(=O)(=O)c3cccc(Br)c3)cc(=O)oc2c1,7.9,11.7,-4.6,1.8,-12.1,i,-8.0,?,0.5,3.6
Cc1cccc(NS(=O)(=O)c2cccc(C(=O)NCCCN3CCOCC3)c2)c1,·,-1.0,-5.3,3.6,0.8,i,-5.7,-2.9,9.8,-0.6
O=C(N/N=C/C(Br)=C/c1ccccc1)c1cccnc1,-1.0,71.5,82.2*,5.3,11.8,i,0.5,4.2,-3.0,5.0
COc1ccc(N(C(=O)c2cccnc2)S(=O)(=O)c2ccc3c(c2)n(C)c(=O)n3C)cc1,-0.3,2.1,2.6,-3.6,2.0,i,4.4,2.9,9.5,0.8
Cc1ccc2c(c1)c1c(n2CC(O)CN2CCOCC2)CCCC1 (stereo not drawn),-4.0,-69.7*,-75.8,·,-7.8,i,0.1,-0.4,-4.4,1.1
O=[N+]([O-])c1cccc(Cl)c1N1CCOCC1,-4.9,-11.5,8.3,-1.6,4.3,i,-0.2,3.2,9.3,-2.4
O=C1c2cccc(OCC(=O)N3N=C(c4cccs4)CC3c3ccc(F)cc3)c2CCN1Cc1ccccc1 (stereo not drawn),-2.0,1.3,9.2,0.2,1.0,i,5.0,-3.8,30.1,4.5
CN(c1ccccc1C(=O)Nc1ccc(S(=O)(=O)N2CCOCC2)cc1)S(C)(=O)=O,1.1,3.1,1.1,2.6,-17.7,i,1.2,-9.7,22.8,-4.2
CCn1c(=O)c2ccccc2n(CC(=O)NC2CCCCC2)c1=O,-0.8,-6.3,-0.6,3.9,0.6,i,1.4,-32.6,7.0,0.8
CN1CCC(N(C)C(=S)Nc2ccc(F)cc2)CC1,0.5,-0.7,-18.5,-8.3,4.3,i,2.9,-0.7,15.6,-1.8
NC(=O)CCN(Cc1ccccc1)S(=O)(=O)c1ccccc1,3.4,-2.1,-5.5,3.9,-1.7,i,-0.6,-7.1,4.1,-2.3
COc1ccccc1S(=O)(=O)Cc1ccc(C(=O)NCc2ccc(C)cc2)o1,-2.5,1.8,-0.2,-1.5,5.7,i,0.8,-0.3,8.2,-0.9
CCN(C(=O)/C=C/c1ccc(OC)cc1)C1CCS(=O)(=O)C1 (stereo not drawn),·,-2.8,4.4,15.0,-1.0,i,1.6,0.9,7.1,-0.2
Cc1ccc(CN2C(=O)CCC2C(=O)NCc2ccc3c(c2)OCO3)cc1 (stereo not drawn),2.1,-8.2,-16.8,-1.6,0.7,i,-2.6,4.7,-0.9,2.3
COc1ccccc1C(=O)NCCn1cc(SCC(=O)Nc2cc(C)on2)c2ccccc21,4.9,-1.3,-3.4,·,0.4,i,2.6,-14.3,18.3,-1.7
Cc1ccc(C)c(SCc2nc3sc(C(=O)O)c(C)c3c(=O)[nH]2)c1,1.6,9.4,13.5,14.1,6.3,i,-4.9,3.9,29.8,3.5
CC(C)CNc1ncnc2c1sc1nc(N3CCOCC3)c3c(c12)CC(C)(C)OC3,1.3,-10.0,-9.7,13.9,-6.1,i,5.7,7.5,-6.7,0.2
CCC(C)c1ccccc1NS(=O)(=O)c1cnn(CC)c1 (stereo not drawn),-3.8,-2.6,-0.7,3.2,3.8,i,4.3,-13.8,19.6,0.0
CCC(=O)c1ccc(OCC(O)CN2CCCCC2)cc1 (stereo not drawn),3.0,-11.5,3.6,18.3,0.3,i,4.2,1.8,12.4,·
CC(Sc1nncs1)C(=O)Nc1ccc(Cl)cn1 (stereo not drawn),1.9,-3.0,-1.6,7.2,-4.7,i,0.7,7.6,5.1,7.9
COc1ccc(-c2nc(CS(=O)CC(=O)NCC3CCCO3)c(C)o2)cc1 (stereo not drawn),-2.8,2.8,-12.6,3.9,·,i,0.6,2.0,30.1,0.3
Cc1sc2c(=O)n3c(nc2c1C(=O)NC1CCCCC1)CCCCC3,-0.9,-4.6,-4.7,12.9,-0.3,i,-1.3,-11.6,32.3,-2.9
COC(=O)/C(=C\C(=O)c1ccccc1)Nc1cccc(C(F)(F)F)c1,-0.2,9.8,8.7,-7.3,0.6,i,2.8,3.8,1.9,0.3
CCc1cc(=O)oc2c(C)c(OC(C)C(=O)NC3CC(C)(C)NC(C)(C)C3)ccc12 (stereo not drawn),0.7,-1.1,19.7,·,-11.5,i,-1.9,1.9,15.4,1.0
Cc1cc(C)n(-c2nnc(C)c(=O)[nH]2)n1,-2.8,-3.2,23.9,-4.7,-11.3,i,0.8,5.0,17.8,2.5
Cc1ccc(NC(=O)CN(C)Cc2nc3ccccc3c(=O)[nH]2)c(Br)c1,4.4,24.3,52.9*,6.8,-0.8,i,3.0,9.1,-7.5,-2.8
O=C(CCCOc1ccccc1)Nc1nncs1,-6.2,10.0,13.0,-1.5,2.3,i,-3.8,12.9,10.0,-2.0
O/N=C/c1ccc2cccc(O)c2n1,4.0,-3.3,-11.4,24.2,·,i,-1.2,13.3,19.9,-2.2
Clc1ccc(-n2ncc3c(N4CCCC4)ncnc32)cc1,30.8*,0.8,-12.3,-7.6,-4.5,i,0.4,-5.1,18.4,-2.9
Cc1cccc(N2CCN(S(=O)(=O)c3ccc(-c4cc(C)no4)s3)CC2C)c1 (stereo not drawn),-3.8,0.4,0.7,-2.6,9.5,i,-0.1,-3.6,7.1,0.0
Cc1cc(C)c(NC(=O)Cc2ccc(-n3cccc3)cc2)c(C)c1,-2.0,1.4,2.9,-3.2,-1.7,i,-1.1,3.1,14.3,-0.3
CCc1nnc(NC(=O)CSc2nc(C)cc(C)c2C#N)s1,0.0,19.7,47.9,6.2,-6.4,i,-0.7,-3.2,19.7,-7.1
COc1cc(-c2cc3nc(C)c(C)c(=O)n3[nH]2)cc(OC)c1OC,8.7,-1.6,17.1,-4.1,-0.7,i,0.9,4.7,10.9,-4.0
COc1ccccc1NC(=O)CSc1nncn1-c1cccnc1,-0.3,2.7,5.6,-0.3,2.7,i,-3.1,0.1,20.8,0.3

# (cont.)
SMILES,HSP90 refold inh,HSF1 inh,HSF-1 act,Dyrk1A ADPGlo,HDAC3 inhib,PolyA inhibitor,GSK3beta inhib,Platelet DG rel,AI-2 QS mod,GSK3 alpha inh
Cc1ccc(N/N=C(\Cc2nc3ccccc3[nH]2)c2ccccc2)cc1,-3.3,·,·,-3.3,1.2,·,·,·,·,-1.0
COc1ccc(CCC(C)NCc2ccc(C(F)(F)F)cc2)cc1 (stereo not drawn),3.1,2.2,-2.7,7.2,-4.1,i,-0.3,2.2,33.9,-1.1
CC(C)C[C@H]1COCCS(=O)(=O)N1Cc1cccc(Cl)c1,·,7.6,-10.3,50.6*,6.4,i,-7.2,1.0,8.0,5.8
O=C(COc1ccccc1)NC(NC(=S)Nc1ccccc1C(=O)O)C(Cl)(Cl)Cl (stereo not drawn),-0.5,-1.3,-3.2,1.7,-9.8,i,2.4,2.4,-3.5,·
CN1CCN(C(=O)c2cc3c(C(F)(F)F)nn(C)c3s2)CC1,0.3,2.6,30.7,2.0,-9.8,i,2.0,-8.6,2.0,-1.3
Cc1ccc(SC(C)C(=O)Nc2cccc(N(C)S(C)(=O)=O)c2)cc1 (stereo not drawn),0.9,-2.6,7.0,0.3,-3.0,i,0.5,0.1,-5.4,-1.8
